# Bioassay records: PubChem BioAssay, The Scripps Research Institute Molecular Screening Center
# CHRM5 antagonist: blocks acetylcholine activation of human M5 receptor; P08912; CHO-hM5 cells, Fluo-8 calcium fluorescence, ACh EC80; inhibition, % at 3 µM; 360,000 tested, 0.59% active;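 active = inhibition above a per-plate cutoff, the mean of that plate's test compounds plus 3 SD, cut at about 27% in these data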;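 note: 0% = acetylcholine EC80 with DMSO and 100% = DMSO without agonist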
# Target sequence (P08912 whole entry, looked up): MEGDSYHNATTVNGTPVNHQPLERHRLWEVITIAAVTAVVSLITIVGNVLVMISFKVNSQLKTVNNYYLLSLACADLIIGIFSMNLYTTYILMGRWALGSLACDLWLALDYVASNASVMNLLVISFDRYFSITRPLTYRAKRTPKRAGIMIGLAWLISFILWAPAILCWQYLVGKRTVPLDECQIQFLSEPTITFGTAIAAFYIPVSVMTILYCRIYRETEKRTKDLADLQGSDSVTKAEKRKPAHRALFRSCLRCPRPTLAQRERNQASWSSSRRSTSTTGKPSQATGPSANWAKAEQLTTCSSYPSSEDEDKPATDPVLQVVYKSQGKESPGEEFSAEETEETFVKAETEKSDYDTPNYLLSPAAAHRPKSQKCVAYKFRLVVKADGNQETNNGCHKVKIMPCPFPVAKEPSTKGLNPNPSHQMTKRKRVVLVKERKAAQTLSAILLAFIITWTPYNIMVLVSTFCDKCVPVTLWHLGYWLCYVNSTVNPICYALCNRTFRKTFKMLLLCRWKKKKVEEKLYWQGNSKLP
# M5 PAM: CHRM5 positive allosteric modulation | CHO-K1 hM5, Fluo-8 calcium, ACh EC20 PAM; 0% = ACh EC20, 100% = ACh EC100 | 360,000 tested, 0.3% active | AID 624038 | activation, % at 3 µM | P08912;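 active = activation above the run cutoff, the mean activation of all test compounds plus 3 SD, cut at about 18% in these data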
#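 System – CHO-K1 hM5 cells · Compound – 3 µM, single dose · Incubation – compound preincubation 140 s before EC20 acetylcholine addition · Technique – Fluo-8 calcium fluorescence · Measure – Max/basal fluorescence ratio as % of EC20–EC100 ACh window · Benchmarks – low control EC20 acetylcholine (0%), high control EC100 acetylcholine (100%) · Replication – singlicate, one well per test compound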
# M4 ag: agonists of human muscarinic M4 receptor (CHRM4); 360,000 tested, 0.14% active; activation, % at 3 µM; P08173; CHO-K1 hM4/Gqi5, Fluo-8 calcium fluorescence; vehicle 0%, full acetylcholine response 100%;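 active = activation above the run mean over all test wells plus 3 SD, cut at about 32% in these data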;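 note: peak over basal fluorescence ratio per well then scaled between controls; 0% = DMSO wells and 100% = acetylcholine at EC100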
# Target sequence (P08173 whole entry, looked up): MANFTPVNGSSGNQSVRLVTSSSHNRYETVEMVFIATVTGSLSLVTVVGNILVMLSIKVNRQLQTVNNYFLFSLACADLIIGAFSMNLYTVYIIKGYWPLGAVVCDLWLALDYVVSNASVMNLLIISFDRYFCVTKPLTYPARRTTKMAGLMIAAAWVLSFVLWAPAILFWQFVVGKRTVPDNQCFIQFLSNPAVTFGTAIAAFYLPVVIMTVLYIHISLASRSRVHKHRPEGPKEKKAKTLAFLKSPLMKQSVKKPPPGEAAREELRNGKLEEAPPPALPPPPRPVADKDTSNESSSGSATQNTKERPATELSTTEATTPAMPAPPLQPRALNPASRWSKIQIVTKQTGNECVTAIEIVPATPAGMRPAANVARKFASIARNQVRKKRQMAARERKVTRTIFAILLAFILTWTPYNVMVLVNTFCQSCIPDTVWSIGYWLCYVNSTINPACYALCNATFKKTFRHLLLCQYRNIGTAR
# TAAR1 agonist: agonists of human TAAR1; Q96RJ0; CHO RD-HGA16 TAAR1, Fluo-8 calcium fluorescence; vehicle wells 0%, saturating PEA agonist 100%; activation, % at 3 µM; 360,000 tested, 0.99% active; AID 624467;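 active = activation above the mean activation of all test compounds in the run plus 3 SD, cut at about 38% in these data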
#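 Repeats: no replicates (n 1) | Material: CHO-derived RD-HGA16 cells with stable Gα16 and human TAAR1 | Technique: Kinetic Fluo-8 calcium fluorescence | Schedule: 17-24 h seeding, 75 min 37 °C dye, 30 min RT | Evaluation: % activation from peak over basal fluorescence ratio, DMSO-to-PEA scaled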
# CHRM1 antagonist: human CHRM1 antagonism; CHO-K1 hM1, Fluo-8 calcium fluorescence, ACh EC80 antagonist; inhibition, % at 3 µM; 360,000 tested, 1.3% active;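 active = percent inhibition above its own plate's cutoff, namely the mean of that plate's compound wells plus 3 SD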;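 note: peak over basal fluorescence ratio during 140 s after agonist addition; 0% = ACh EC80 plus DMSO and 100% = DMSO alone without agonist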
# M1 PAM: potentiates human M1 receptor response to acetylcholine | P11229 | CHO-K1 hM1, Fluo-8 calcium fluorescence, ACh EC20; 0% = ACh EC20, 100% = maximal ACh | activation, % at 3 µM | 360,000 tested, 0.088% active; in the data active = activation above about 19%, passing the limit was not always enough
# CHRM1 agonist: activates human CHRM1 receptor; 360,000 tested, 0.33% active; activation, % at 3 µM; AID 588814; P11229; CHO-K1 hM1, Fluo-8 calcium fluorescence, agonist mode; 0% DMSO, 100% acetylcholine EC100;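 active = activation above the run's mean compound activation plus 3 SD, cut at about 16% in these data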;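 note: peak over basal fluorescence ratio within a 140 s kinetic read after compound addition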
# CHRM5 agonist: agonists of human muscarinic M5 receptor (CHRM5); 360,000 tested, 0.19% active; activation, % at 3 µM; CHO-K1 hM5 cells, Fluo-8 calcium fluorescence; 0% DMSO wells, 100% maximal acetylcholine response; P08912;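 active = activation above the run's mean over test compounds plus 3 SD, cut at about 23% in these data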;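 note: signal is peak over basal fluorescence ratio across the kinetic read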
# CHRM4 antagonist: CHRM4 antagonism in calcium assay; 360,000 tested, 0.73% active; inhibition, % at 3 µM; P08173; AID 624125; CHO-hM4 cells, ACh EC80, Fluo-8 calcium fluorescence;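 active = inhibition above its plate's cutoff, the mean inhibition of sample wells plus 3 SD, cut at about 27% in these data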;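 note: 0% = acetylcholine EC80 with DMSO and 100% = DMSO without agonist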
# An asterisk follows results filed as active; . = no result given.
Compound,CHRM5 antagonist,M5 PAM,M4 ag,TAAR1 agonist,CHRM1 antagonist,M1 PAM,CHRM1 agonist,CHRM5 agonist,CHRM4 antagonist
CCCn1c(O)c2ccc(C(=O)N=NC(=O)c3cccnc3)cc2c1O,8,-4,0,-1,-3,1,-2,-1,12
CCC(=O)N1CCN(c2nc3ccc(Br)cc3s2)CC1,21,-6,7,1,1,5,-1,-2,-17
COC(=O)C1=C(C(=O)OC)[C@@H]2N(Cc3ccccc3)c3ccccc3[C@@]23C[C@@H](C(=O)OC)N(C(C)=O)C3=N1,5,-3,-2,5,4,2,-7,-4,2
C=CCn1c(CNc2ccccc2)nnc1SCC(=O)N/N=C/c1ccc(O)cc1O,-4,1,0,6,-30,-2,-6,-2,-6
C=CC[C@H](CC(=O)N(CCO)Cc1ccccc1)C(=O)NCCOC(=O)[C@H](CC=C)CC(=O)OC(C)(C)C,-4,-1,9,3,3,-3,-2,1,-7
CN(C(=O)c1cccc(S(=O)(=O)NCc2ccccc2)c1)C1CCCCC1,8,-2,5,4,-4,-2,0,5,3
CCc1nc(C(N)=O)c2[nH]c(=O)n(-c3ccccc3F)c2n1,16,-10,4,0,-2,1,0,-3,4
CCN(Cc1cn2cccnc2n1)C1CCCCC1,-9,1,1,3,-3,11,-14,-5,-6

# (continued)
Compound,CHRM5 antagonist,M5 PAM,M4 ag,TAAR1 agonist,CHRM1 antagonist,M1 PAM,CHRM1 agonist,CHRM5 agonist,CHRM4 antagonist
CCOC(=O)N1CCN(C(=S)NC(=O)C2CCCC2)CC1,6,-3,0,1,17,-6,-2,6,4
O=C(NCc1ccco1)Oc1ccccc1,-7,-5,1,3,1,0,-5,-2,-5
O=C(COc1ccc(F)cc1Br)N1CCN(c2ncccn2)CC1,-17,5,3,11,-7,13,-7,0,-15
Cc1ccc(NC(=O)c2ccccc2SCC(=O)N2CCCC2)cc1S(=O)(=O)N(C)C,-5,-1,6,7,-19,10,-3,1,2
C[C@@H]1CN([C@H](C)CO)C(=O)CCCn2nncc2CO[C@@H]1CN(C)C(=O)Nc1ccc(N2CCN(C)CC2)cc1,-4,2,1,5,-18,7,-10,-1,-8
CC(c1ccccc1)C1OCC(C[N+]2(C)CCCCC2)O1 (stereo not drawn),30*,-18,0,0,99*,-23,-6,-9,45*
Cc1ccc(/C=C2\Oc3cc(OC(=O)N4CCOCC4)ccc3C2=O)cc1,-2,-3,1,-1,0,0,-1,-1,-2
COc1ccc(S(=O)(=O)NCc2ccncc2)cc1NC(=O)c1ccccc1F,7,2,2,2,4,0,-7,-4,14

# Going on with the list.
Compound,CHRM5 antagonist,M5 PAM,M4 ag,TAAR1 agonist,CHRM1 antagonist,M1 PAM,CHRM1 agonist,CHRM5 agonist,CHRM4 antagonist
Nc1nnnn1/N=C/C(Br)=C/c1ccccc1,-4,2,4,34,-16,12,0,-3,-2
COc1ccccc1NC(=O)CC1C(=O)NCCN1C(=O)Nc1ccc(Cl)c(Cl)c1 (stereo not drawn),10,14,16,12,-10,10,-4,-2,8
COc1ccccc1NC(=O)c1ccc(-c2ccccc2F)o1,-9,-4,-1,4,3,-7,-9,-5,-11
CCC1CCCCN1CCCNC(=O)c1ccc(CS(=O)(=O)Cc2ccc(Cl)cc2)o1 (stereo not drawn),0,-1,0,2,8,-6,-5,-8,-1
COc1ccc(-c2cc(C(=O)N3CCN(c4ccccc4OC)CC3)no2)cc1,10,-2,0,-4,7,-5,-4,-2,24
CCOC(=O)N1CCN(C(=O)C2CCC(CNS(=O)(=O)c3ccc(Cl)cc3)CC2)CC1 (stereo not drawn),1,-1,0,3,1,1,-5,0,4
CCOC(=O)c1ccc(NC(=O)CN2C(=O)NC3(CCCCCCC3)C2=O)cc1,-1,-2,6,13,0,1,-1,3,-13
CC(C)(C)c1ccc(-c2nc(C#N)c(NCc3ccncc3)o2)cc1,7,-8,1,5,7,-4,-6,-3,6

# (further entries)
molecule,CHRM5 antagonist,M5 PAM,M4 ag,TAAR1 agonist,CHRM1 antagonist,M1 PAM,CHRM1 agonist,CHRM5 agonist,CHRM4 antagonist
CN1C(C(=O)NCCc2cccs2)CC2Cn3c(nc4cc5ccccc5cc43)C21 (stereo not drawn),8,12,4,78*,5,-2,-4,4,4
Cc1ccccc1-c1nc2cc(Cl)ccc2c(=O)o1,13,-2,0,-3,-5,0,-2,1,23
Cc1noc(C)c1COc1ccc(C(=O)OCC(=O)c2ccc3c(c2)OCCO3)cc1,-1,-6,0,5,1,1,-4,-3,-2
Cc1ccc(S(=O)(=O)NCC(=O)OC(C)C(=O)Nc2ncc(Cl)cc2Cl)cc1 (stereo not drawn),-3,3,0,20,-1,2,-9,1,-3
CCOC(=O)C(=O)Nc1ccc2c(c1)OCO2,-5,2,0,7,0,3,-1,1,-2
CC(=O)NN1C(=O)c2ccccc2NC1c1ccccn1 (stereo not drawn),-6,-2,0,5,7,5,-2,-1,4
N#CCc1nnc2n1-c1ccccc1CCC2,9,-4,1,1,-7,12,-4,0,5
CCOC(=O)N1CCC(c2cc(=O)n(-c3ccccc3)[nH]2)CC1,6,-3,6,-1,1,6,0,10,4
Cc1c(Cl)cccc1NC(=O)CCCN1C(=O)CCC1=O,2,-1,1,20,-3,9,0,2,4
CC1CN(CCCCN2C(=O)c3ccccc3C2=O)CC(C)O1 (stereo not drawn),0,0,0,11,4,4,-15,-5,7
C/C(=N/NC(=O)c1sc(NS(=O)(=O)c2ccccc2)nc1C)c1ccc(F)cc1,12,3,1,16,1,-1,-3,-3,4
CC(C)NC(=O)NC(=O)COC(=O)c1ccc(NC(=O)CC#N)cc1,-11,2,1,1,-19,5,-1,-2,-4
Cc1cc(=O)[nH]c2ccc(S(=O)(=O)NCc3ccccc3)cc12,5,2,3,3,-9,14,-2,0,4
CC#CC(=O)N1CCC(n2nccc2NC(=O)c2ccc3c(c2)OCO3)CC1,13,-5,1,3,-7,9,-3,-4,-4
CC(=O)Nc1ccc(NCCc2cccs2)cc1,5,-2,0,3,16,-2,-5,1,-2

# (listing goes on)
molecule,CHRM5 antagonist,M5 PAM,M4 ag,TAAR1 agonist,CHRM1 antagonist,M1 PAM,CHRM1 agonist,CHRM5 agonist,CHRM4 antagonist
O=C1C(c2cc(=O)c3ccccc3[nH]2)=C(O)c2ccccc21,8,-7,1,4,-10,11,-1,2,3
Cc1cc(NC(=O)CSCC(=O)N(c2cccc(Cl)c2)C(C(=O)NC2CCCCC2)c2ccc(O)c(O)c2)no1 (stereo not drawn),5,0,0,3,-1,1,-8,-4,-4
Oc1cnc2ccccc2c1CN1CCOCC1,8,3,1,14,-2,3,-2,4,5
Cc1ccc(C(=O)NCCc2csc(-c3cccnc3)n2)cc1,-5,-3,6,1,-12,0,-6,-1,-24
CCOc1ccccc1NC(=O)COc1ccc(S(=O)(=O)N2CCCC2)cc1,7,5,4,3,-4,5,-6,-3,7
Cc1cccc(NC(=S)N2CCN(Cc3ccc4c(c3)OCO4)CC2)c1C,-2,1,1,2,-24,8,6,-5,-7
Cc1ccccc1NC(=O)c1nc2nccc(C)n2n1,3,5,0,.,0,-2,-5,-2,-8
COc1ccc(-c2nnn(CC(=O)N(CCO)C(C(=O)NC3CCCC3)c3ccc(F)cc3)n2)cc1 (stereo not drawn),-5,-3,0,2,-5,2,-7,-3,3
O=C(C1CCCN(S(=O)(=O)c2ccccc2)C1)N1CCCCC1 (stereo not drawn),-6,7,2,0,-6,5,-2,-2,-7
O=C(Nc1cccc2c1CCCC2)c1cc([N+](=O)[O-])cc([N+](=O)[O-])c1,-4,0,-1,1,5,3,-5,-1,1
CCOC(=O)Cn1c(=O)oc2cc(S(=O)(=O)NC3CCCCC3)ccc21,11,-11,3,.,32*,-20,-1,2,1
COc1cc(C(=O)Nc2oc(-c3ccccc3)c(-c3ccccc3)c2C#N)cc(OC)c1OC,-2,-2,-2,7,-2,3,-6,1,9
O=C(NC(=S)Nc1ccc(N2CCOCC2)cc1)c1cccc(Cl)c1,5,-4,1,4,15,-5,-4,1,2
CCOC(=O)Nc1ccc2nc(Sc3ccc(Cl)cc3)sc2c1,0,-4,1,-1,4,2,-2,0,2
CCC(=O)c1ccc(N2CCN(C(=O)c3cccc(F)c3)CC2)c(F)c1,-1,8,16,7,3,6,-5,7,3

# Taken from the entries so far, seven compounds:
molecule,CHRM5 antagonist,M5 PAM,M4 ag,TAAR1 agonist,CHRM1 antagonist,M1 PAM,CHRM1 agonist,CHRM5 agonist,CHRM4 antagonist
O=C(C1CCCN(S(=O)(=O)c2ccccc2)C1)N1CCCCC1 (stereo not drawn),-6,7,2,0,-6,5,-2,-2,-7
O=C(Nc1cccc2c1CCCC2)c1cc([N+](=O)[O-])cc([N+](=O)[O-])c1,-4,0,-1,1,5,3,-5,-1,1
CCOC(=O)Cn1c(=O)oc2cc(S(=O)(=O)NC3CCCCC3)ccc21,11,-11,3,.,32*,-20,-1,2,1
COc1cc(C(=O)Nc2oc(-c3ccccc3)c(-c3ccccc3)c2C#N)cc(OC)c1OC,-2,-2,-2,7,-2,3,-6,1,9
O=C(NC(=S)Nc1ccc(N2CCOCC2)cc1)c1cccc(Cl)c1,5,-4,1,4,15,-5,-4,1,2
CCOC(=O)Nc1ccc2nc(Sc3ccc(Cl)cc3)sc2c1,0,-4,1,-1,4,2,-2,0,2
CCC(=O)c1ccc(N2CCN(C(=O)c3cccc(F)c3)CC2)c(F)c1,-1,8,16,7,3,6,-5,7,3

# The list continues.
molecule,CHRM5 antagonist,M5 PAM,M4 ag,TAAR1 agonist,CHRM1 antagonist,M1 PAM,CHRM1 agonist,CHRM5 agonist,CHRM4 antagonist
CC(OC(=O)c1ccc(F)c(S(=O)(=O)N2CCOCC2)c1)C(=O)NC1CCCC1 (stereo not drawn),9,-6,1,1,-7,4,-2,-1,-9
COc1ccc(C2Nc3cc(OC)ccc3-n3cccc32)cc1 (stereo not drawn),4,13,2,-3,-13,7,-7,2,-19
O=C(CCC(=O)c1ccc(Cl)s1)Nc1ncccc1O,3,-3,0,1,1,5,-2,2,9
CC(=O)Nc1cccc(NC(=O)CSc2nc(=O)n(CCN3CCOCC3)c3c2CCC3)c1,-3,3,0,4,-11,11,-3,3,-16

# A portion of the library, so the mix of outcomes need not match the whole.
